Screening data deposited in PubChem by several laboratories.
Rin1-Abl PPI inh: blocks binding of human Rin1 to Abl | hit rate 0.4% among 360,000 | TR-FRET Rin1/Abl binding, biochemical | inhibition, % at 7.35 µM | P00519+Q13671; in the data active = inhibition above about 5%, passing the limit was not always enough
E coli Lon inh: inhibitors of E. coli Lon protease; purified E. coli Lon protease, fluorescence polarization; hit rate 0.42% among 360,000; inhibition, % at 7.94 µM; P0A9M0; in the data active = inhibition above about 13%, passing the limit was not always enough;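 note: 0% = enzyme with probe and DMSO and 100% = no enzyme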
Target sequence (P0A9M0 whole entry, looked up): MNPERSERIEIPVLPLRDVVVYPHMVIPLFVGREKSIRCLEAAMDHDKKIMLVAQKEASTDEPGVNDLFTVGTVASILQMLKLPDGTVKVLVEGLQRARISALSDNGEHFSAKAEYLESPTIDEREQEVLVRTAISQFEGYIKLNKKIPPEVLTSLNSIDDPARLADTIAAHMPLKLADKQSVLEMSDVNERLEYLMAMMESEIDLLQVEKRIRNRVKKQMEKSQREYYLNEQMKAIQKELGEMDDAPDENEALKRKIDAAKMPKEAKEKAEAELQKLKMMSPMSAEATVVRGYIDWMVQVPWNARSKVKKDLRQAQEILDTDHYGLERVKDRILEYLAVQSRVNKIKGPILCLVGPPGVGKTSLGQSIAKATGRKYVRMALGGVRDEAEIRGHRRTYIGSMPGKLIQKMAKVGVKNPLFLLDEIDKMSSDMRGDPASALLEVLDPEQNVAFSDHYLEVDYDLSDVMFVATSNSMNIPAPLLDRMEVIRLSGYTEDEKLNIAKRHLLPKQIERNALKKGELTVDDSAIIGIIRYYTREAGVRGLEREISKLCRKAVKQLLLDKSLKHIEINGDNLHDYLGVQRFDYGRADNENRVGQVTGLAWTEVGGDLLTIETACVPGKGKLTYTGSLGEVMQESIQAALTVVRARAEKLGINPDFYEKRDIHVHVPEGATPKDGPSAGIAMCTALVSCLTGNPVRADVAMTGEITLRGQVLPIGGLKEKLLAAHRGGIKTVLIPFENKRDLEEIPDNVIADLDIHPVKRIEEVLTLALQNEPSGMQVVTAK
CSN deneddyl inh: blocks human CSN-mediated cullin deneddylation; inhibition, % at 12.5 µM; Purified CSN, SCF-Nedd8-OG deneddylation, fluorescence polarization; AID 651999; hit rate 0.38% among 360,000; Q92905;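 active = pattern-corrected inhibition above about 35%, with an unprinted fluorescence ratio check between 0.5 and 1.5, limit read from the data, passing the limit was not always enough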;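 note: 0% = enzyme with substrate and 100% = substrate without enzyme; some results filed as inactive read as strong as hits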
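Assay system: Purified human Csn5 enzyme expressed in HEK293T cells | Amount: Enzyme 0.24 nM | Measured by: Fluorescence polarization readout | Medium: Tris/NaCl/DTT buffer, pH 7.5 | Compound dosing: One concentration, 12.5 µM, 0.25% DMSO | Times: 90 min incubation of compound, enzyme and substrate at room temperature | Control set: no-enzyme wells high, enzyme-with-substrate wells low | Read-out: % inhibition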
bovine MsrA act: activators of bovine methionine sulfoxide reductase A. purified bovine MsrA, absorbance read-out. activation, % at 10.6 µM. hit rate 0.3% among 360,000; in the data active = activation above about 7.5%;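 note: 0% = vehicle and 100% = reference activator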
Neddyl block: blocks human cullin neddylation. TR-FRET cullin neddylation, biochemical. calls only at 25 µM. hit rate 0.58% among 360,000; in the data active = inhibition above about 36%
PABP1 MLLE inh: blocks PAM2 peptide binding to the PABP1 MLLE domain. P11940. GST-MLLE / FITC-PAM2 fluorescence polarization. inhibition, % at 20 µM. hit rate 0.36% among 360,000; in the data active = inhibition above about 35%, passing the limit was not always enough;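 note: plate controls were DMSO wells with GST-MLLE for no effect and wells lacking GST-MLLE protein for full effect; some results filed as inactive read as strong as hits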
TbMetRS inhib: blocks T. brucei methionyl-tRNA synthetase activity; purified T. brucei MetRS, ATP depletion, Kinase-Glo luminescence; inhibition, % at 11.9 µM; hit rate 0.4% among 360,000;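 active = inhibition above a per-plate cutoff of the control wells' mean inhibition plus 3 SD, cut at about 5.5% in these data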;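 note: 0% = DMSO wells median and 100% = median of wells with control inhibitor compound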
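assay system = parasite MetRS enzyme | timing = 15 min preincubation, 2 h reaction, all 25 °C | evaluation = percent inhibition relative to median high and low control wells | medium = HEPES buffer containing pyrophosphatase, BSA, spermine, DTT | compound = single dose, 11.9 µM final nominal, 0.9% final DMSO | detection = Kinase-Glo luminescence, ATP depletion format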
MsrA inh: bovine MsrA inhibition | inhibition, % at 15.5 µM | AID 651718 | purified bovine MsrA, absorbance read-out | hit rate 0.75% among 360,000; in the data active = inhibition above about 4.5%;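 note: 0% = vehicle wells with enzyme and 100% = reference inhibitor wells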
FAS-TE inh: inhibitors of human fatty acid synthase thioesterase domain | P49327 | recombinant FAS-TE, OMFH fluorogenic substrate, fluorescence endpoint | inhibition, % at 15 µM | hit rate 0.67% among 360,000;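 active = compounds whose normalised, plate-corrected inhibition of enzyme fluorescence in the single-dose primary screen is 50% or more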;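 note: 0% = DMSO with enzyme and 100% = substrate without enzyme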
An asterisk follows results filed as active; i = inactive; x = not tested or not shown; + = active, no number; & = joins results of further samples.

structure,CSN deneddyl inh,Neddyl block,MsrA inh,FAS-TE inh,E coli Lon inh,bovine MsrA act,PABP1 MLLE inh,Rin1-Abl PPI inh,TbMetRS inhib
Cc1ccc(NC2c3ccccc3C(=O)N2CCN2CCOCC2)cc1 (centres undefined),0,i,0.2,-2,-5,-2,5,-4,-0.6
CCCN(C(=O)c1ccco1)c1nnc(-c2ccncc2)s1,-2,i,0.4,-3,7,-1,8,-2,0.4
CC(=O)N1CC2(C)CN(C(C)=O)CC(C)(C1)C2=O,1,i,-0.1,-7,0,-1,15,-3,-0.3
CCSc1nnc(CCNS(=O)(=O)c2ccc(C(C)=O)cc2)n1C,0,i,1.4,-4,4,-8,1,0,-0.3
CC(C)OC(=O)C1C(=O)CC(C)(O)C(C(=O)OC(C)C)C1c1ccc(F)cc1 (centres undefined),-1,i,0.8,-5,-13,-1,2,1,-0.3
COc1ccc(-c2ccc(C(=O)Nc3cccc(Oc4ccccc4)c3)c3occc23)c(C)c1,-7,i,0.8,24,-1,-2,-6,-1,-0.4
S=C(NCCCN1CCOCC1)NC1CCCC1,1,i,0.5,-9,-2,-4,-16,0,-0.1
Cc1ccc([N+](=O)[O-])cc1S(=O)(=O)Nc1ccc(C(=O)N(C)C)cc1,-3,i,1.5,-3,7,-4,-5,-2,0.4
Brc1ccc2[nH]c3nc(SCCN4CCOCC4)nnc3c2c1,9&-3,i,0.4&1.1,0&-1,-1&2,-11&-2,5&1,-4&-4,16*
CC1=C(C(N)=O)C(c2cccs2)NC(=O)N1 (centres undefined),-2,i,0.9,-3,-3,-4,-6,-4,-0.1
COc1ccc(CN2CCN(Cc3ccccc3)C(CCO)C2)cc1OC (centres undefined),5,i,-1.7,0,-5,-2,3,-2,-0.1
CC(=O)c1c(C)[nH]c(C(=O)CN2C(=O)NC3(CCCCC3C)C2=O)c1C (centres undefined),3,i,0.7,-6,-3,-2,-2,1,-0.3
COc1ccc(NC(C)c2ccccc2)cc1 (centres undefined),-12,i,1.4,-1,9,-1,18,-1,-0.3
O=C(C1Cc2ccccc2O1)N1CCCCC1 (centres undefined),-3,i,-2.0,-7,-1,-2,-2,-3,-0.6
O=C(N/N=C/c1ccc(Cl)cc1)c1cc2c(s1)-c1ccccc1CC2,-5,x,0.6,-2,3,-4,5,-2,-0.7

Quoted from the listing:
`CC(=O)c1c(C)[nH]c(C(=O)CN2C(=O)NC3(CCCCC3C)C2=O)c1C` (centres undefined) in Rin1-Abl PPI inh: 1
`O=C(C1Cc2ccccc2O1)N1CCCCC1` (centres undefined) in E coli Lon inh: -1
`Cc1ccc([N+](=O)[O-])cc1S(=O)(=O)Nc1ccc(C(=O)N(C)C)cc1` in Rin1-Abl PPI inh: -2
`COc1ccc(-c2ccc(C(=O)Nc3cccc(Oc4ccccc4)c3)c3occc23)c(C)c1` in TbMetRS inhib: -0.4
`COc1ccc(NC(C)c2ccccc2)cc1` (centres undefined) in Rin1-Abl PPI inh: -1
`Cc1ccc(NC2c3ccccc3C(=O)N2CCN2CCOCC2)cc1` (centres undefined) in CSN deneddyl inh: 0

Back to the main list, repeating the two entries before the break.
structure,CSN deneddyl inh,Neddyl block,MsrA inh,FAS-TE inh,E coli Lon inh,bovine MsrA act,PABP1 MLLE inh,Rin1-Abl PPI inh,TbMetRS inhib
O=C(C1Cc2ccccc2O1)N1CCCCC1 (centres undefined),-3,i,-2.0,-7,-1,-2,-2,-3,-0.6
O=C(N/N=C/c1ccc(Cl)cc1)c1cc2c(s1)-c1ccccc1CC2,-5,x,0.6,-2,3,-4,5,-2,-0.7
CC1(C(=O)Nc2ccc3ccccc3c2)CCC(=O)N1CC(F)(F)F (centres undefined),-5,i,0.5,-2,-5,-10,1,2,-1.3
CCOC(=O)c1cc2sccc2n1CCCN1C(=O)c2ccccc2C1=O,0,i,-0.2,25,-3,0,4,2,0.0
CCn1ncc(Br)c1C(=O)Nc1nccs1,-5,i,1.5,-2,-17,-8,17,1,-0.7
O=C(COC(=O)c1ccco1)NCc1ccc(Cl)cc1Cl,3,i,3.2,-1,-4,-5,-16,7,0.3
CC1(C(=O)Nc2cccc3ccccc23)CCN1C(=O)Cc1ccc(Cl)cc1Cl (centres undefined),3,i,-0.6,22,0,-6,-14,-6,-0.1
Cc1cc(N2CC34C=CC(O3)C(C(=O)O)C4C2=O)no1 (centres undefined),3,i,1.1,-3,8,-2,-1,0,-0.3
CCCS(=O)(=O)c1nc(S(=O)(=O)c2ccc(C)cc2)c(NCCCN(C)C)s1,6,i,-0.4,-6,1,-2,-17,0,0.2
O=[N+]([O-])c1ccc(CN2CCOCCOCCN(Cc3ccc([N+](=O)[O-])cc3)CCOCC2)cc1,1,i,x,34,-6,-7,8,-2,1.9
CCN(CC)S(=O)(=O)c1ccc2c(c1)nc(SCC(=O)N(C)C1CCS(=O)(=O)C1)n2CC (centres undefined),3,i,-0.3,-5,-8,-5,-74,4,-0.1
O=c1c([N+](=O)[O-])cccn1Cc1ccccc1Cl,-5,i,1.3,-5,1,-5,-15,0,-0.2
CN1Cc2cccc3c2C(Cc2ccccc2S3)C1 (centres undefined),-17,i,-0.3,12,5,-3,-11,1,0.7
O=C1CC(c2ccccc2)c2ccccc21 (centres undefined),-20,i,0.1,1,-6,-3,-3,-3,0.1
CCCOc1ccc(F)cc1-c1cc(C(=O)NCc2ccccc2OC)[nH]n1,1,i,2.3,15,-3,-9,6,0,0.1
C=CCOc1ccc(C2=NO[C@@H]3[C@@H]4C[C@@H]([C@H]5C(=O)N(C)C(=O)[C@@H]45)[C@H]23)cc1,4,i,-1.4,-5,4,5,0,1,-0.3
CCOc1ccc(N(CC(=O)NC2CCCCC2)S(=O)(=O)c2c(C)noc2C)cc1,-5,i,-1.1,-2,-4,0,0,2,0.1

More structures.
structure,CSN deneddyl inh,Neddyl block,MsrA inh,FAS-TE inh,E coli Lon inh,bovine MsrA act,PABP1 MLLE inh,Rin1-Abl PPI inh,TbMetRS inhib
CC(C)c1nc(-c2ccccn2)no1,1,i,-1.2,-13,-12,-7,-4,3,-0.3
COc1cc(/C=C2\SC(=Nc3cccnc3)NC2=O)cc(OC)c1OC,12,i,0.3,-5,-46,-3,-27,-1,-0.2
COc1ccc(C(O)(CC(C)C)C(CN2CCOCC2)c2ccccc2)cc1 (centres undefined),-7,i,0.7,13,-5,-3,10,-1,-1.0
Cc1cc(CNC(=O)c2cccnc2Cl)c2ccccc2n1,3,i,1.0,-1,10,-7,11,3,0.3
Cc1ccc(-c2c(NC(=O)C(C)C)n(C)c3ccccc3c2=O)cc1,-2,i,0.1,-5,1,-3,20,0,-0.9
O=C1c2ccccc2C(=O)N1c1cccc2ccccc12,-2,i,0.4,4,4,-7,19,3,-0.4
Cc1cccc(-c2cc3nc4c(c(N5CCCC(O)C5)n3n2)CCC4)c1 (centres undefined),17,+,1.1,12,6,-2,2,1,-0.3
CCN(CC)S(=O)(=O)c1cccc(-c2nnc(SCC(=O)N3CCC(C(=O)O)CC3)n2N)c1,7,i,-1.2,-3,1,-7,-25,4,-0.8
O=C1CCCC(O)=C1C=NCCc1ccccc1,0,i,-0.9,-3,-3,-4,4,-4,-0.5
CS(=O)(=O)N(CC(=O)N1CCCCC1)c1ccc(Cl)c(C(F)(F)F)c1,2,i,1.6,-1,11,-3,2,-1,-0.7
O=C(Nc1ccccc1C(=O)NCCCN1CCOCC1)c1ccc(Cl)cc1,2,i,0.1,-2,5,-8,3,-4,-0.4
O=C1/C(=C/c2c[nH]c3ccccc23)CCC/C1=C\c1c[nH]c2ccccc12,26,i,-0.4,2,-186,-4,-113,-3,6.2*
CCOC(=O)[C@H]1[C@H]2COc3ccc(Cl)cc3[C@@H]2N2C(=O)[C@H](C)NC(=O)[C@@]12C,-1,i,x,-6,-9,-13,9,-1,0.3
COc1cccc(CN(C)C(=O)c2ccc(C)c(S(=O)(=O)N3CCCCC3)c2)c1,-4,i,0.3,8,-3,-2,4,-3,-0.2
CNC(=O)OCc1ncn(-c2ccccc2)c1COC(=O)NC,-2,i,-0.1,-2,2,-1,2,9,-0.3

The listing continues.
structure,CSN deneddyl inh,Neddyl block,MsrA inh,FAS-TE inh,E coli Lon inh,bovine MsrA act,PABP1 MLLE inh,Rin1-Abl PPI inh,TbMetRS inhib
COc1ccc(N2CCN(C(c3cc(OC)ccc3OC)c3nnnn3CC3CCCO3)CC2)cc1 (centres undefined),0,i,1.4,-11,-2,-11,-2,0,-1.2
CCCN(CC(=O)Nc1ccccc1C)C(=O)C1CC(=O)N(Cc2ccccc2)C1 (centres undefined),3,i,0.2,-5,-8,-3,13,-3,-0.3
CCOC(=O)N1CCC(NC(=O)CCC(=O)N2CC(C)Oc3ccc(Cl)cc32)CC1 (centres undefined),-2,i,-0.1,3,7,-2,-2,2,-0.6
CN(C)c1ccc(P(=O)(OC2CCCCC2)C(Nc2ccccc2)c2cccnc2)cc1 (centres undefined),-5,i,-0.3,13,6,0,-5,2,0.2
CC[C@H]1c2[nH]c3ccccc3c2C[C@H]2C(=O)N(c3ccc(F)cc3)C(=O)N21,0,i,-0.6,11,3,-2,7,0,0.1
Cc1cc(Cl)ccc1NC(=O)C1CCCN1C(=O)c1cccs1 (centres undefined),-3,i,0.6,3,-2,-4,6,-2,-0.3
c1ccc(Cn2ncc3c(N4CCOCC4)ncnc32)cc1,6,i,0.7,-8,2,-6,-3,2,-0.1
CC(CNC(=O)CN1C(=O)NC2(CCCCC2C)C1=O)c1ccccc1 (centres undefined),-8,i,0.1,-4,6,-2,-7,2,-0.3
CCC(=O)Nc1ccc(Nc2nc(Cl)nc(Nc3ccc(NC(=O)CC)cc3)n2)cc1,-2,i,-1.0,-11,-8,-5,7,4,-0.5

Part of the list above, showing only bovine MsrA act.
canonical_smiles,bovine MsrA act
c1ccc(Cn2ncc3c(N4CCOCC4)ncnc32)cc1,-6
CC(CNC(=O)CN1C(=O)NC2(CCCCC2C)C1=O)c1ccccc1 (centres undefined),-2
CCC(=O)Nc1ccc(Nc2nc(Cl)nc(Nc3ccc(NC(=O)CC)cc3)n2)cc1,-5
